USP2a block – qHTS Assay for Inhibitors of Ubiquitin-specific Protease USP2a Using CHOP2 as the Reporter | USP2 core, Ub-CHOP2 coupled fluorogenic reporter, 485/531 | AID 463254, 2010 | 0.01% of 330,000 active | Potency, µM (highest dose often 38.3 µM), without a hit: top-dose activity change, negative = inhibition, most hits filed as inhibitors | Ubiquitin carboxyl-terminal hydrolase 2 (Homo sapiens), O75604;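 also: potency is read from the fitted curve at half-maximal effect; plate controls were DMSO wells for no effect and full inhibition by NEM control for full effect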
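Cell-free coupled assay: 10nM USP2 core preincubated 30min RT with compound in Tris-HCl pH 8.0/CaCl2/CHAPS buffer, then 25nM Ub-CHOP2 and 25nM reporter substrate; fluorescence (Ex 485/Em 531) read after 60min RT, normalized to NEM inhibition, concentration-response curves fitted.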
p53 reactivation – qHTS assay for re-activators of p53 using a Luc reporter. H1299 p53-A138V BP100-luciferase reporter, luminescence, 24 h. Potency, µM (highest dose often 92.2 µM), for the others: at the highest dose activity change, positive = activation, usual class: activators. 0.063% of 320,000 active; also: potency is read from the fitted curve at half-maximal effect; % of control where 0% means no effect; nearly all actives have a fitted effect of over 45% in size
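H1299 (p53-null), stable ts p53-A138V + BP100-Luc; 1000 cells/well, Opti-MEM/10% FBS; cpd 4 pt, 1:5; 24 h, 37 deg C, 5% CO2; detection reagent 10 min RT; luminescence.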
ELG1 genotox – qHTS screen for small molecules that induce genotoxicity in human embryonic kidney (HEK293T) cells expressing luciferase-tagged ELG1; HEK293T ELG1-luciferase reporter, luminescence, 16 h; Potency, µM (doses to about 46 µM), for inactives: at the highest dose activity change, positive = activation, actives largely listed as activators; 1.3% of 330,000 active; AID 504466, 2011; also: potency is read from the fitted curve at half-maximal effect; % of control where 0% means no effect; nearly all actives have a fitted effect of over 60% in size
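DMSO vehicle served as control against compound-treated ELG1-luciferase HEK293T cells; exposure lasted 16 hr at 37 °C and 5% CO2, followed by ONE-Glo luminescence detection after 30 min.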
BRCA1 expr act – qHTS Assay to Identify Small Molecule Activators of BRCA1 Expression; MCF7-BRCA1-FFLuc reporter, luminescence, 48 h; response scale: scaled: vehicle 0%, 10 µM genistein 100%; Potency, µM (titrated, usually from 46.1 µM), for inactives: at the highest dose activation, actives largely listed as activators; AID 624202, 2012; 1.1% of 380,000 active; also: potency is read from the fitted curve at half-maximal effect; nearly all actives have a fitted effect of over 80% in size; some results filed as inactive show a strong effect at the top dose
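48 h compound treatment of MCF7-BRCA1-FFLuc cells (phenol-red free MEM, 37 °C), then 15 min with luciferase substrate and luminescence imaging.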
TSG101-PTAP inh – qHTS Assay for Iinhibitors of HIV-1 Budding by Blocking the Interaction of PTAP/TSG101; Fluorescence polarization, FITC-PTAP peptide / Tsg101 binding; Potency, µM (top dose mostly 115 µM), inactives show at the highest dose activity change, negative = inhibition, actives largely listed as inhibitors; 340,000 tested, under 10 active; active = well fitted inhibition curve with a large enough effect in the main read-out, with a control signal flat, not every such curve was filed as active; inconclusive = small, poorly fitted or top-dose-only effect, or effect the other way, or a change in a side signal; inactive = no such curve, though single readings can be large or run the other way; also: potency is read from the fitted curve at half-maximal effect; % of control where 0% means no effect
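Tsg101 binding domain (10 uM final) was mixed with compound and a FITC-labeled PTAP peptide (50 nM final) in HEPES pH 7.5 buffer with NaCl, Tween 20, EDTA and TCEP; fluorescence polarization was read after 20 min at r.t.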
uPA generation – qHTS for Inhibitors of Cell Surface uPA Generation; Potency, µM (titrated, usually from 38.3 µM), for inactives: at the top dose activity change, negative = inhibition, usual class: inhibitors; 0.31% of 330,000 active; cell surface uPA generation assay, qHTS; AID 540303, 2011; active = well fitted inhibition curve with a large enough effect; inconclusive = small, poorly fitted or top-dose-only effect; inactive = no such curve, though single readings can be large or run the other way; tested in mouse RAW 264.7 cells; also: potency is read from the fitted curve at half-maximal effect; % is scaled to controls: 0 for no effect and ±100 for the full control effect; nearly all actives have a fitted effect of over 55% in size
B2AR arrestin – qHTS assay of beta-arrestin-biased ligands of beta2-adrenergic receptor. AID 492947, 2010. Beta-2 adrenergic receptor (Homo sapiens), P07550. Potency, µM (titrated, usually from 46.1 µM), without a hit: at the top dose activation, actives largely listed as activators. beta-arrestin recruitment to beta2AR, cell-based reporter. 0.02% of 330,000 active;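 also: potency is read from the fitted curve at half-maximal effect; 0% = DMSO controls and full agonism = EC100 isoproterenol or metaproterenol; nearly all actives have a fitted effect of over 65% in size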
TRPV1 agonist – HTS Assay for Compounds that Act as Agonists of the Vanilloid Receptor 1; 0.19% of 320,000 active; AID 540275, 2011; activation, % at 8.33 µM; TRPV1-expressing cells, Fluo-8 calcium influx, agonist mode; Transient receptor potential cation channel subfamily V member 1 (Homo sapiens), Q8NER1; in the data active = activation above about 80%; inconclusive = between about 30% and that limit; also: 0% is about no effect
Target sequence (Q8NER1 whole entry, looked up): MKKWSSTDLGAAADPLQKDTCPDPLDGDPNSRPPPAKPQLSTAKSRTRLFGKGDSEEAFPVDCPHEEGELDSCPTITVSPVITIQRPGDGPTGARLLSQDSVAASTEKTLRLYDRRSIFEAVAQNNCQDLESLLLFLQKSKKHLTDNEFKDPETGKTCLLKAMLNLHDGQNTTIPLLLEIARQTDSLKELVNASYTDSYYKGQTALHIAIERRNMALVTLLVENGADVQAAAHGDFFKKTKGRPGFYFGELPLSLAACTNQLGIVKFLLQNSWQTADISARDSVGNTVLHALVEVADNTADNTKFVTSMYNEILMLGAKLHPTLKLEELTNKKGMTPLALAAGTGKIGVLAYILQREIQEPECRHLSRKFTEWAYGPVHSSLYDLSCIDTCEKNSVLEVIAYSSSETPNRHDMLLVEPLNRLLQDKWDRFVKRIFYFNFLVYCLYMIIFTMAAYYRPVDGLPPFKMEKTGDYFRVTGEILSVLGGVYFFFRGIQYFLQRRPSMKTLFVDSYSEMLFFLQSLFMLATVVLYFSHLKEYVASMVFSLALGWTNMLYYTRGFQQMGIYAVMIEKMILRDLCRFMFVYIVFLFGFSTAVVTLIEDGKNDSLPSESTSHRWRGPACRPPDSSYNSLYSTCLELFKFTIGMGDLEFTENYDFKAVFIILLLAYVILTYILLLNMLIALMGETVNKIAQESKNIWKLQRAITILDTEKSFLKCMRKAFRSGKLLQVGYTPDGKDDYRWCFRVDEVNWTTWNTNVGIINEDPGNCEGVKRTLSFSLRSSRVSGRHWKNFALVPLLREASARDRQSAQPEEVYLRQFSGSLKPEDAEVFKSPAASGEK
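TRPV1-expressing cells were cultured overnight at 35.5C and loaded with Fluo-8 calcium dye for 40 to 90 min at room temperature. After a 10 s baseline, compound was added and calcium influx was read kinetically for 3 min (ex 480/em 520 nm).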
ASM inhibitor – Inhibitors of Secretory Acid Sphingomyelinase (S-ASM): qHTS | Potency, µM (series often up to 57.5 µM), without a hit: at the highest dose activity change, negative = inhibition, hits mostly inhibitors | 0.006% of 340,000 active | Sphingomyelin phosphodiesterase (Homo sapiens), P17405 | placental ASM, HMU-PC fluorogenic substrate, 60 min | AID 504937, 2011; also: potency is read from the fitted curve at half-maximal effect
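Steps: dispense placental human ASM, pin compound, wait 10 min at room temperature, add HMU-PC0 substrate at 9 uM final, incubate 60 min at 37 °C, add stop solution raising pH to 10, read fluorescence.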
Eya2 phos inh – qHTS Assay for Inhibitors of the Phosphatase Activity of Eya2; recombinant Eya2, OMFP fluorescence dephosphorylation (OMFP is methylfluorescein phosphate); Protein phosphatase EYA2 (Homo sapiens), O00167; Potency, µM (doses to about 76.9 µM), for the others: at the top dose activity, negative = inhibition, usual class: inhibitors; 0.006% of 330,000 active; also: potency is read from the fitted curve at half-maximal effect; % is scaled to controls: 0 for no effect and ±100 for the full control effect
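Eya2 (0.2 uM) preincubated 10 min at ambient with compound, then OMFP substrate added at 50 uM; 10 min reaction in 50 mM HEPES pH 7.5, 50 mM NaCl, 5 uM MgCl2, 0.05% BSA, 1 mM DTT. Fluorescence read at Ex 485/Em 525 nm.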
Integrin act MD – qHTS for Activators of Integrin-Mediated Alleviation for Muscular Dystrophy; Potency, µM (doses to about 38.3 µM), without a hit: at the top dose activation, most hits filed as activators; 0.064% of 350,000 active; AID 624291, 2012; alpha7betagal myoblasts, beta-gal FDG fluorescence, 48 h;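 also: potency is read from the fitted curve at half-maximal effect; 100% = response of the positive control SU9516; nearly all actives have a fitted effect of over 60% in size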
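Alpha7betagal+/- myoblasts (passage 13) were plated 16-24 hr, then exposed to compounds (1:260 dilution of DMSO stock) for 48 hours at 37C. After MPER lysis, β-galactosidase reporter activity was read as FDG fluorescence (ex 480/em 540) after 30 minutes.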
* = called active by the depositor; i = inactive; ? = inconclusive; . = no result given; [ ] = remark or other dose. Unless noted, calls follow the shape of the dose curve; as a rule, active = well fitted curve in the direction sought with a large enough effect; inconclusive = small, poorly fitted or top-dose-only effect, or another doubt; inactive = no such curve, though single readings can be large; an effect the other way counts as inactive or inconclusive.

nr	smiles	USP2a block	p53 reactivation	ELG1 genotox	BRCA1 expr act	TSG101-PTAP inh	uPA generation	B2AR arrestin	TRPV1 agonist	ASM inhibitor	Eya2 phos inh	Integrin act MD
1	Cc1ccc(N2CC(C(=O)Nc3ccccc3C(=O)NC3CCCCC3)CC2=O)cc1C (configuration not stated)	.	.	.	-93%[inhibitor]	1%	3%	.	.	-7%	.	-14%
2	O=C(CCS(=O)(=O)c1ccc(F)cc1)Nc1nc(-c2ccccn2)cs1	1%	13%	-3%	-75%	6%	-6%	0.5%	-3	8%	-11%	-63%[inhibitor]
3	CCn1c(NCc2cccs2)nc2ccccc21	-6%	4%	9%	64%	-8%	-4%	0.1%	0	0%	-31%	11%
4	COc1cc(CN2CCNC(=O)C2CC(=O)N(C)Cc2cccnc2)cc(OC)c1 (configuration not stated)	1%	0%	0%	-1%	-2%	-7%	-0.1%	1	2%	11%	-16%
5	Cc1nn(C(=O)CCCC(=O)NCc2ccccc2)c2ccccc12	4%	-3%	-2%	0%	-6%	?	-0.7%	22	i	-3%	?
6	CC(C)C[C@H](NC(=O)C1CC(=O)N(c2ccc3c(c2)OCO3)C1)C(=O)NC1CCCC1 (some centres not stated)	4%	4%	2%	2%	-15%	-7%	-0.2%	1	-3%	11%	38%
7	Cc1ccc(C(=O)N2CCN(c3cccc(C)c3C)CC2)cc1S(=O)(=O)N1CCOCC1	-1%	0%	0%	-38%	-1%	2%	0.0%	0	-2%	-1%	-5%
8	O=C(NC1CC1)c1cccc(NC(=O)C2CCC2)c1	.	.	.	18%	-10%	1%	.	.	5%	.	-17%
9	COc1ccccc1NC(=O)CC(c1ccc(OC(C)C)cc1)c1ccccc1OC (configuration not stated)	-6%	-6%	-5%	-38%	1%	-8%	1.5%	20	-3%	-3%	-27%
10	COc1cc(SC)ccc1C(=O)OCC(=O)N1CC(=O)Nc2ccccc21	3%	-2%	2%	5%	-2%	-5%	-0.4%	.	2%	-6%	5%
11	CC1CCCN(CCCNC(=O)c2ccc(N3CCCC3=O)cc2)C1 (configuration not stated)	2%	2%	4%	1%	-5%	0%	-1.8%	2	4%	4%	25%
12	Cc1cccc(C)c1NC(=O)C(C)c1ccc(-c2ccccc2)c(F)c1 (configuration not stated)	.	.	.	-61%	-8%	4%	.	0	0%	.	-47%[inhibitor]
13	COc1cc(C)c(C)cc1S(=O)(=O)n1c(C)nc2ccccc21	3%	8%	0%	-6%	-4%	-1%	-0.9%	1	-1%	6%	9%
14	CCc1ccccc1NCc1cc(=O)oc2cc(C)ccc12	2%	-17%	-19%	-14%	-6%	-4%	-0.2%	-2	-1%	8%	2%
15	CCOC(=O)CNC(=O)c1cccnc1	3%	3%	0%	13%	-3%	-3%	0.2%	-6	4%	1%	23%
16	Cc1ccc(N(CN2C(=O)NC(C)(C)C2=O)CN2C(=O)NC(C)(C)C2=O)cc1	-1%	4%	0%	1%	-7%	0%	0.4%	2	1%	7%	-14%
17	COC(=O)/C(=N/Nc1ccccc1OC)N1CCCc2ccccc21	-2%	3%	-3%	-18%	-1%	-20%	-0.9%	4	-3%	13%	11%
18	COc1ccc([N+](=O)[O-])cc1NC(=O)CCN1CCN(CCO)CC1	2%	-1%	-1%	-5%	0%	3%	6.0%	-2	4%	-1%	14%
19	Cc1nc(-c2cccc(NS(=O)(=O)c3ccc4ccccc4c3)c2)cs1	-12%	-29%	-4%	2%[1.84 µM]	1%	-2%	0.3%	17	4%	-10%	13%
20	O=C(O)C1C(c2ccccc2)C(C(=O)OCc2ccco2)C1c1ccccc1 (configuration not stated)	0%	5%	-2%	0%	-3%	-4%	0.1%	-2	-2%	6%	-14%[7.66 µM]
21	CCCCNC(=O)CC1C(=O)N(Cc2ccccc2)C(C)c2nc3ccccc3n21 (configuration not stated)	-7%	-3%	-3%	13%	-5%	.	0.0%	6	3%	5%	-14%[7.66 µM]
22	Cc1nc(C2CCC3C4CCC5=CC(=O)CC[C@]5(C)C4CC[C@]23C)cs1 (some centres not stated)	0%	14%	-6%	.	.	.	0.1%	7	.	-6%	.
23	Cc1ccc(C(=O)N2CCN=C2SCc2ccc([N+](=O)[O-])cc2)cc1	5%	-1%	-4%	-39%	-3%	-8%	0.2%	?	-2%	-1%	-29%
24	Cc1cc(/C=C(\C#N)C(=O)O)c(C)n1C1CC1	4%	2%	0%	-8%	-1%	2%	-0.4%	4	3%	2%	14%
25	Cc1cc2ccccc2n2c(SCC(=O)Nc3ccc(S(=O)(=O)N4CCCCC4)cc3)nnc12	1%	-10%	-1%	-29%	1%	-13%	-3.4%	-1	-10%	0%	14%
26	COc1cc(/C=C/C(=O)c2ccc(F)cc2)cc(OC)c1OC	2%	-12%	-28%	-61%	-1%	-8%	-0.2%	0	4%	4%	-65%[inhibitor]
27	Cc1ccnc(NC(=O)Cc2ccc([N+](=O)[O-])cc2)c1	1%	5%	3%	22%	-3%	1%	3.0%	-1	0%	9%	13%
28	CCOC(=O)CSc1nc(C)c2ccc(C)cc2n1	-1%	-5%	2%	-14%	-2%	2%	-0.6%	-1	0%	-6%	0%
29	O=C(NCC1CCCO1)c1cc(-c2ccncc2)nc2ccc(S(=O)(=O)N3CCOCC3)cc12 (configuration not stated)	3%	-4%	2%	-15%	-2%	-1%	-0.1%	1	-2%	-22%	-7%
30	N#Cc1c(/N=C/c2ccc(-c3ccccc3C(=O)O)o2)sc2c1CCCC2	3%	?	15µM*	59%	1%	-9%	0.4%	-3	12%	0%	5%
31	Cc1ccc(-c2nnc(COC(=O)c3cc(=O)[nH]c4ccccc34)o2)cc1	0%	3%	10%	-12%	.	-15%	-1.0%	3	15%	-6%	-7%
32	COc1ccccc1-c1cc(C(F)(F)F)n2ncc(S(=O)(=O)c3ccccc3)c2n1	1%	2%	0%	-30%	-3%	-8%	-0.2%	2	207%[activator]	0%	-34%
33	CCC(=O)Nc1ccc2nc(C)n(Cc3ccccc3Cl)c(=O)c2c1	0%	-12%	0%	-13%	-4%	6%	0.4%	-3	-4%	6%	-13%
34	CCc1ccc(N(CC(=O)NC2CCCC2)C(=O)CCC(=O)Nc2ccccn2)cc1	0%	12%	3%	-13%	1%	-2%	0.1%	0	41%	6%	5%
35	COC(=O)Cc1ccc(N(Cc2ccccc2F)S(=O)(=O)c2ccc(Br)cc2)cc1	-2%	-2%	-4%	-14%	-6%	-19%	0.0%	3	-4%	-5%	26%
36	O=C(O)c1cccc(-n2cccc2/C=C2/NC(=O)N(Cc3ccccc3F)C2=O)c1	1%	13%	0%	-10%	0%	-2%	-0.1%	3	8%	-6%	7%
37	COc1ccc(NC(=O)c2c(Cl)nc3ccccn23)cc1	0%	0%	?	9%	-3%	2%	-0.1%	13	-2%	4%	?
38	O=C1C2CCCN2c2ccc(S(=O)(=O)N3CCOCC3)cc2N1Cc1cccc(C(F)(F)F)c1 (configuration not stated)	0%	0%	2%	.	.	.	-0.5%	-1	.	7%	.
39	O=S(=O)(Nc1ccc(N2CCCCC2)cc1)c1ccc(F)cc1	-1%	3%	-7%	4%	-2%	27%	0.3%	10	3%	-3%	-50%[inhibitor]
40	O=S(=O)(CC(O)COc1ccc(Br)cc1)c1ccccc1 (configuration not stated)	-1%	-3%	0%	-3%	-6%	17%	-0.9%	5	2%	4%	-2%
41	Cc1ccccc1OCC(=O)NNC(=S)NC(=O)c1ccccc1[N+](=O)[O-]	0%	-5%	-4%	-9%	-2%	-3%	0.3%	1	1%	3%	-20%
42	Brc1ccc(-c2csc(N3CCOCC3)n2)cc1	3%	17%	-14%	11µM*	-2%	-4%	0.1%	29	-10%	-14%	?
43	Cc1oc2cc(O)ccc2c(=O)c1Oc1ccccc1	1%	7%	3%	-12%	-5%	4%	-0.4%	1	162%[activator]	-6%	0%
